Sm TGR inh = S. mansoni TGR enzyme inhibition. Potency, µM (top dose mostly 114 µM), for inactives: at the highest dose activity change, negative = inhibition, most hits filed as inhibitors. actives 3% (n = 360,000). purified TGR, DTNB reduction, TNB absorbance 405 nm. Q962Y6; note: nearly all actives have a fitted effect of over 60% in size
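First, TGR (20 nM dispensed) and NADPH were mixed with compound. Second, a 15 min room-temperature incubation followed. Third, further NADPH and then DTNB were added to start the reaction. Finally, TNB absorbance was monitored kinetically.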
TbPYK inhibitor = inhibitors of Trypanosoma brucei pyruvate kinase; Q57TT1; TbPYK enzyme, Kinase-Glo Plus ATP luminescence, 45 min; Potency, µM (titrated, usually from 76.8 µM), without a hit: at the top dose activity, negative = inhibition, most hits filed as inhibitors; actives 0.12% (n = 410,000); note: nearly all actives have a fitted effect of over 50% in size
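Glycolytic pyruvate kinase of T. brucei was incubated with substrate, test compound and 130 uM ADP for 45 minutes at room temperature. Luminescent Kinase-Glo Plus signal was measured after 10 minutes.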
The depositor's hits bear a star; [ ] = remark or other dose. Calls come from the whole dose curve; as a rule, active = well fitted curve in the direction sought with a large enough effect; inconclusive = small, poorly fitted or top-dose-only effect, or another doubt; inactive = no such curve, though single readings can be large; an effect the other way counts as inactive or inconclusive. % is set by controls: 0 for no effect and ±100 for the full control effect; potency is the fitted concentration of half-maximal effect. A portion of the library. The share of hits here may be higher or lower than overall.

molecule | Sm TGR inh | TbPYK inhibitor
Cc1ccc(CSc2nc3ccccc3c3nc(CCn4c(C)nc5ccccc54)nn23)cc1 | 0.0% | 3.8%
Cc1ccc(-c2noc(CNC(=O)c3ccccc3)n2)cc1 | -0.4% | -1.7%
COc1cc(NS(=O)(=O)c2ccc3c(c2)CCN3S(C)(=O)=O)cc(OC)c1 | 5.9% | 3.0%
O=C(Nc1cccc(Cl)c1)N1CCSc2ccccc21 | 4.9% | 0.4%[15.4 µM]
Cc1cccc(NC(=O)/C(C#N)=C/c2ccc(C)o2)c1 | 7.4% | -0.3%
Cc1ccc(C)c(NC(=O)C2CCN(c3nn4c(=O)cc(C)nc4s3)CC2)c1 | 0.8% | -6.4%
CCCCOC(=O)c1ccc(NS(=O)(=O)c2c(C)nc3scc(C)n3c2=O)cc1 | -7.9% | 2.2%
Cc1ccc(Cn2ccn(Cc3cccc(C(F)(F)F)c3)c(=O)c2=O)cc1 | -8.2% | -4.2%
Cc1ccc(NC(=O)CCc2c(C)nc3cc(-c4ccccc4)nn3c2C)cc1F | -8.3% | -1.0%
O=C(CCCn1c(=O)c2cccn2c2ccccc21)Nc1cccc(Cl)c1 | -9.0% | -2.4%
CC(=O)N1CCN(c2csc3ccc(Br)cc3c2=O)CC1 | -13.9% | -0.2%
COc1cc(OC)cc(-c2nc3nc(C)c(CCC(=O)Nc4cc(C)cc(C)c4)c(C)n3n2)c1 | -14.5% | -4.6%

4 entries drawn at random from those above, as already listed:
molecule | Sm TGR inh | TbPYK inhibitor
Cc1ccc(-c2noc(CNC(=O)c3ccccc3)n2)cc1 | -0.4% | -1.7%
CCCCOC(=O)c1ccc(NS(=O)(=O)c2c(C)nc3scc(C)n3c2=O)cc1 | -7.9% | 2.2%
CC(=O)N1CCN(c2csc3ccc(Br)cc3c2=O)CC1 | -13.9% | -0.2%
COc1cc(NS(=O)(=O)c2ccc3c(c2)CCN3S(C)(=O)=O)cc(OC)c1 | 5.9% | 3.0%

Continuation.
molecule | Sm TGR inh | TbPYK inhibitor
CCc1cccc(NC(=O)Cn2c(=O)n(-c3ccccc3C)c(=O)c3c2c2cc(C)ccc2n3C)c1 | -1.3% | -2.8%
Cc1ccc(Sc2c(C)nn(C(=O)c3ccc(Cl)cc3)c2C)cc1 | 5.1% | 8.3%
CC(=O)N1CCCC1c1nc2ccccc2n1Cc1ccccc1F (stereo unspecified) | -14.5% | -2.1%
CCOc1cccc(CNCCCSc2nnnn2C)c1 | -4.5% | 2.4%
CCN1CCN(CCCNC(=O)c2cnn(-c3ccccc3Cl)c2C2CCN(C(=O)OC(C)(C)C)CC2)CC1 | -4.5% | -13.4%[15.4 µM]
Cc1c2cnn(CC(=O)NCc3ccc(Cl)cc3)c(=O)c2c(C)n1Cc1ccc(F)cc1 | 3.9% | -8.5%
CCCN(CCC)c1nc(-c2ccccc2F)nc2ccccc12 | 0.3% | 1.5%
CCOc1ccc(NC(=O)CC2C(=O)N(c3ccc(F)cc3)C(=O)N2CCc2sccc2C)cc1 (stereo unspecified) | -10.0% | 0.8%
Cc1oc2ncn(C)c(=O)c2c1C(=O)NC(C)c1ccccc1 (stereo unspecified) | -11.5% | 3.1%
COc1cccc2cc(-c3nc(-c4ccccc4F)no3)c(=O)oc12 | 0.1% | -4.6%
CC(NS(=O)(=O)c1ccc2c(c1)CCN2C(=O)CCCC(=O)O)c1ccccc1 (stereo unspecified) | 5.1% | 2.2%
Cc1ccc(C2Nc3ccccc3-n3c(-c4ccccc4)c4c(=O)n(C)c(=O)n(C)c4c32)cc1 (stereo unspecified) | 0.4% | 4.8%
COc1cccc(C(=O)c2cn(CC(=O)NCc3ccccc3Cl)c3nc(C)ccc3c2=O)c1 | -13.5% | -3.7%
CCc1cnc2c(c1SCC(=O)Nc1cc(Cl)ccc1OC)c(=O)n(C)c(=O)n2C | -1.0% | 0.3%
COc1ccc(-c2csc(-c3nc(-c4ccc(Br)s4)cs3)n2)cc1F | -8.2% | 0.3%
CCCSc1nnc(NC(=O)c2cc(=O)c3ccccc3o2)s1 | -5.6% | 2.8%
O=C(Oc1ccc(F)cc1)c1nc(SCc2ccc(F)cc2)ncc1Cl | 0.0% | -2.7%
Cc1ccccc1-c1noc(-c2ccc(N3CCN(C)CC3)c([N+](=O)[O-])c2)n1 | 0.3% | -2.6%
COc1ccc(OC)c(/C=C(\C#N)c2nc3ccccc3c(=O)[nH]2)c1 | -6.2% | -6.8%
Cc1cc(S(=O)(=O)C(CNC(=O)c2ccc(F)c(F)c2)c2cccs2)ccc1F (stereo unspecified) | -1.3% | -0.1%
Cc1ccc(OCc2nc(C#N)c(NCCc3ccccc3)o2)cc1 | 4.2% | 4.1%
CC1CN(C(=O)N2CCC(C(=O)N3CCN(c4ccccc4)CC3)CC2)c2cc(Cl)ccc2O1 (stereo unspecified) | 0.5% | -5.0%
Cc1cc(Cl)ccc1OCCSc1nnc(-c2cccs2)o1 | 4.3% | 5.8%
CCN(c1ccccc1)c1nnc(NC(=O)Nc2ccc(Br)cc2)s1 | 0.1% | -2.6%
COc1ccc(C)cc1NC(=O)N1CCCn2nc(C)cc21 | -2.0% | 2.2%
COc1ccc(C2=NN(CC(=O)NCCc3ccccc3)C(=O)CC2)cc1 | -7.8% | -2.7%
CCCCOc1cccc(C(=O)N(Cc2ccc(C)o2)c2ccccn2)c1 | -7.4% | 0.5%
Cc1ccc(-n2ncc(C(=O)N3CCN(Cc4ccccc4)CC3)c2C2CCN(C(=O)OC(C)(C)C)CC2)c(C)c1 | -2.4% | 23.8%
Clc1ccc(CCNc2nc3ccccc3c3nc(-c4ccccc4)nn23)cc1 | 0.0% | -0.4%
CCc1ccc(NC(=O)CSc2nc3n[nH]c(C)c3c(=N)n2-c2ccc(C)cc2)cc1 | 13.5% | 4.0%
CCc1ccccc1NC(=O)CN1C(=O)c2cccnc2Sc2ccccc21 | -8.7% | -6.7%
COc1cccc(C(=O)Nc2nc(-c3nnn(-c4ccccc4C(F)(F)F)c3C)ns2)c1 | -3.8% | -2.4%
CC(=O)c1ccc(N2CCN(C(=O)c3cc4cc5cc(C)ccc5nc4s3)CC2)cc1 | -2.0% | -4.5%
Cc1ccc2cc3cc(C(=O)N4CCN(c5cccc(C(F)(F)F)c5)CC4)sc3nc2c1 | -1.3% | -1.7%
COc1c(C)cc(NS(=O)(=O)c2ccc3c(c2)OCCO3)cc1C | 4.5% | 0.3%
CCCN(CCC)CCCNC(=O)Cn1ncc2c3ccccc3n(Cc3ccccc3F)c2c1=O | 1.6% | 3.3%
CCOc1ccccc1CNC(=O)c1ccc(N2Cc3ccccc3Oc3ncccc32)s1 | -1.2% | -3.4%
Cc1ccccc1OCC(=O)Nc1ccc2oc(-c3ccc(F)cc3)nc2c1 | -8.1% | 1.6%
Cc1ccc(C)c(Nc2nnc(-n3nc(C)cc3C)c3ccccc23)c1 | 2.2% | 3.2%
O=C(NCc1ccc(F)cc1)C(=O)NCC(c1ccc2c(c1)OCO2)N1CCOCC1 (stereo unspecified) | 5.6% | -7.4%
CCn1ccc2cc(S(=O)(=O)N3CCC(C(=O)NCc4ccc(F)cc4)CC3)ccc21 | 4.0% | 1.8%
Cc1ccc(CSc2c(C)cnc3c2c(=O)n(C)c(=O)n3C)cc1 | 9.9% | 1.0%
COc1cccc(NC(=O)C2CCN(c3nnc(C)c4c(C)n(-c5ccccc5)nc34)CC2)c1 | 11.3% | 3.1%
Cc1c(-c2ccccc2)c(=O)oc2c(CN3CCOCC3)c(O)ccc12 | 3.5% | -7.1%
O=C(NCc1ccccc1Cl)c1ccc2oc(=O)n(Cc3ccccc3)c2c1 | 3.8% | 8.0%
O=C(Nc1ccccc1)c1ccc(Br)c(S(=O)(=O)N2CCCCC2)c1 | 0.6% | -15.3%[15.4 µM]
N#Cc1cccc(NC(=O)C2CCN(c3cnccn3)CC2)c1 | -2.7% | 1.0%
N#C/C(=C\c1ccc(Cl)cc1)c1nc(-c2cc3ccccc3oc2=O)cs1 | 0.1% | -3.5%
Cc1ccc(C(=O)Nc2nc3nc(C)cc(=O)n3[nH]2)cc1 | 2.4% | -3.2%
Cc1nc(-c2ccc(S(=O)(=O)NCc3ccc(OC(C)C)cc3)cc2)co1 | -8.7% | 4.3%
CCOc1ccc(C(=O)Nc2ccc(-c3nc4cc(C)ccc4o3)cc2)cc1 | 21.7% | 4.1%
CCOc1ccc(NC(=O)CN(c2ccc(CC)cc2)S(=O)(=O)c2c(C)noc2C)cc1 | -1.3% | 1.2%
CC(=O)c1c(C)oc2ccc(N(C(=O)Oc3ccccc3)S(=O)(=O)c3ccc(C(C)(C)C)cc3)cc12 | -5.4% | 0.8%
CCCCc1ccc(NC(=O)c2cc(-c3ccc(C)c(F)c3)on2)cc1 | -14.8% | 2.4%
O=C1CC(c2cccc(O)c2)c2cc3c(cc2N1)OCO3 (stereo unspecified) | -1.5% | 1.4%
COCc1c(Br)c(C)nc2sc3c(=O)n(-c4cccc(Br)c4)nnc3c12 | -0.2% | 3.3%
CCOC(=O)c1cc(C)n(CC2CCC(C(=O)Nc3ccc(OCC)cc3)CC2)c1C (stereo unspecified) | -18.0% | 5.2%
CN(C(=O)CSc1nc2ccccc2n1CC(=O)NCc1ccc(F)cc1)c1ccc(F)cc1 | 13.3% | -0.6%
Cc1cc(C)c(S(=O)(=O)N2CCN(Cc3nc4ccc(C)cc4o3)CC2)c(C)c1 | 4.2% | 3.2%
Cc1ccc2ncc3c(-c4ccccc4)nn(CC(=O)NC4CCCCC4)c3c2c1 | 1.9% | 3.5%

The list goes on:
molecule | Sm TGR inh | TbPYK inhibitor
COc1ccc(OC(=O)c2nc(SCc3ccccc3C)ncc2Cl)cc1 | 5.4% | 4.7%
COc1ccccc1NC(=O)C1CCN(S(=O)(=O)c2cn(C)cn2)CC1 | 5.3% | -2.2%
COc1ccc(C2=C(C)C(N3CCC(C(=O)Nc4ccc(F)cc4C)CC3)=NS2(=O)=O)cc1 | -20.3% | 2.8%
CC1=C(C(=O)OC2CCCCCC2)C(c2cccc(Cl)c2)CC(=O)N1 (stereo unspecified) | 6.5% | 0.9%
CCC(C)NC(=O)Cn1ccc2cc(S(=O)(=O)N3CCCCC3)ccc21 (stereo unspecified) | 17.3% | 0.1%
Nc1c(-c2nc(-c3ccccc3Cl)no2)nnn1-c1ccccc1C(F)(F)F | 25.4% | 2.4%
CCOC(=O)c1c(C)[nH]c(C)c1S(=O)(=O)N(C)CC(=O)N1CCN(c2cccc(C)c2C)CC1 | 14.1% | -6.5%
COc1cccc(C(=O)NCC(c2ccc3c(c2)OCO3)N2CCOCC2)c1 (stereo unspecified) | 8.6% | -22.2%
COc1ccc(-c2nc3c4cnn(-c5ccccc5F)c4ncn3n2)cc1 | 3.7% | -7.6%
CC1=C(C(=O)NCc2ccc(C)cc2)C2(CCCCC2)OC1=O | 9.0% | -3.6%
CCC(=O)N1CCc2cc(Br)cc(S(=O)(=O)CCC(=O)Nc3cccc(C)c3C)c21 | 2.3% | 3.5%
CCC1CCCCN1C(=O)Cn1c(=O)n(CCCCCC(=O)NCc2ccc(F)cc2)c(=O)c2sccc21 (stereo unspecified) | -0.8% | 1.1%
O=C(Nc1ccc2oc(-c3cccnc3)nc2c1)c1ccc(-c2cccc(OC(F)(F)F)c2)o1 | 10µM* | -12.9%
Cc1cc(C)c2nc(N(Cc3cccnc3)C(=O)CCS(=O)(=O)c3ccccc3)sc2c1 | -28.9% | 0.8%
CCN(c1ccccc1)c1nnc(NC(=O)Nc2cccc(Cl)c2C)s1 | -18.7% | -4.0%
Cc1cc(C)cc(NC(=O)C(=O)NCC(c2ccc3c(c2)OCO3)N2CCN(C)CC2)c1 (stereo unspecified) | 1.4% | 1.2%
CCOc1ccc(OCC)c(NC(=O)Cn2ncc3c4ccccc4n(Cc4ccccc4)c3c2=O)c1 | -4.6% | -0.9%
Cc1ccc(N2CCN(C(=O)c3cn(C)c4ccc(S(=O)(=O)N5CCC(C)CC5)cc4c3=O)CC2C)cc1 (stereo unspecified) | 5.0% | 2.2%
Cc1cc(C)cc(NS(=O)(=O)c2ccc(N3CCCCS3(=O)=O)cc2)c1 | -3.8% | -0.2%
CCCCc1nn2c(=O)cc(COC(=O)c3cccs3)nc2s1 | 1.7% | -6.1%
O=C(Nc1ccc2nc(SCCOc3ccccc3Cl)sc2c1)c1cccs1 | 0.4% | -0.8%
CCc1ccccc1NC(=O)CN(c1ccccc1OC)S(=O)(=O)c1ccc(C)cc1 | 1.3% | 1.4%
CCN(CC)c1nc2c(S(=O)(=O)c3ccc(C)cc3)nnn2c2ccsc12 | 8.3% | -3.0%
O=c1c2c3c(sc2nnn1Cc1ccc(Br)cc1)CCCC3 | 6.3% | -5.2%

Structures listed so far containing a tert-butyl group (three):
molecule | Sm TGR inh | TbPYK inhibitor
CCN1CCN(CCCNC(=O)c2cnn(-c3ccccc3Cl)c2C2CCN(C(=O)OC(C)(C)C)CC2)CC1 | -4.5% | -13.4%[15.4 µM]
Cc1ccc(-n2ncc(C(=O)N3CCN(Cc4ccccc4)CC3)c2C2CCN(C(=O)OC(C)(C)C)CC2)c(C)c1 | -2.4% | 23.8%
CC(=O)c1c(C)oc2ccc(N(C(=O)Oc3ccccc3)S(=O)(=O)c3ccc(C(C)(C)C)cc3)cc12 | -5.4% | 0.8%

Screening data: PubChem, National Center for Advancing Translational Sciences (NCATS)
